Source: PubChem (The Scripps Research Institute Molecular Screening Center)
PAFAH2 inh – inhibitors of human PAFAH2. inhibition, % at 3.39 µM. Q99487. 0.99% of 340,000 active. recombinant PAFAH2, FP-rhodamine activity probe, fluorescence polarization;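 active means inhibition above the mean over all tested compounds plus 3 SD, cut at about 30% in these data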;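 further: inhibitors block probe labeling of enzyme so polarization drops; 0% = enzyme with DMSO and 100% = wells lacking PAFAH2 protein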
PAFAH1B2 inh – PAFAH1B2 (human) inhibition; AID 492953; 1.2% of 340,000 active; recombinant PAFAH1B2, FP-rhodamine activity probe, fluorescence polarization; inhibition, % at 3.39 µM; P68402;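 active means inhibition above the mean of all tested compounds plus 3 SD, cut at about 24% in these data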;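 further: 0% = enzyme with DMSO and 100% = wells lacking PAFAH1B2; many of its hits are not listed in these tables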
Target sequence (P68402 whole entry, looked up): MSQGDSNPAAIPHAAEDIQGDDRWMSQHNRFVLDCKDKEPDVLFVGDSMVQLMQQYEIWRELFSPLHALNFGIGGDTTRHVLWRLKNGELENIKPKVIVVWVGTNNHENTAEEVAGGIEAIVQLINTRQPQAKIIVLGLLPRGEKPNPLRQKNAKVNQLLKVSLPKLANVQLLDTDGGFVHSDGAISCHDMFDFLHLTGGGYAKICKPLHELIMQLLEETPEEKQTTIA
PAFAH1B3 inh – blocks human PAF acetylhydrolase 1B catalytic subunit 3. Q15102. recombinant PAFAH1B3, FP-rhodamine probe, fluorescence polarization. inhibition, % at 3.39 µM. 0.28% of 340,000 active. AID 492972;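 active means inhibition above the screen-wide average of all tested compounds plus 3 SD, cut at about 25% in these data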;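 further: 0% = enzyme with DMSO only and 100% = wells lacking PAFAH1B3 protein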
Target sequence (Q15102 whole entry, looked up): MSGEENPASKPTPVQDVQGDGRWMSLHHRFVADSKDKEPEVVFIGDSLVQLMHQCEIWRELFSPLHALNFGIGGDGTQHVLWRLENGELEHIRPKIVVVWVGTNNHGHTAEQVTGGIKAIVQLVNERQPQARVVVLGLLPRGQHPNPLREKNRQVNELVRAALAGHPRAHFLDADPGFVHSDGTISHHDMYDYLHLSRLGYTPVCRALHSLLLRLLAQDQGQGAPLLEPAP
Starred values were filed as active, the others as inactive.

A first look (26 entries):
No.	compound	PAFAH2 inh	PAFAH1B2 inh	PAFAH1B3 inh
1	Nc1ccc(Cn2ccc3c4c(N)nc(N)nc4ccc32)cc1	-6	3	2
2	COc1ccc(CNC(=O)CN2CCN(S(=O)(=O)c3cc(Br)ccc3Br)CC2)cc1OC	-3	-2	2
3	Cn1c(=O)c2[nH]c(NN=Cc3ccc(Br)cc3)nc2n(C)c1=O	-1	6	10
4	COc1cc(C(=S)N2CCOCC2)ccc1OC(=O)c1ccc(Br)cc1	-4	-1	-4
5	COc1cccc(N2CCN(C(=O)c3ccc4ccccc4c3)CC2)c1	-2	9	9
6	C=C1CC(COc2ccc3c(C)c(Cl)c(=O)oc3c2)(c2ccccc2)OC1=O (stereo unspecified)	-2	-5	-8
7	Cc1ccc(S(=O)(=O)NC(=O)NCc2ccco2)cc1	1	0	9
8	Cc1noc(C)c1C(=O)OCC(=O)NC1CCCCC1C (stereo unspecified)	20	7	7
9	CCOc1ccccc1C=NNC(=O)CCCCC(=O)NN=Cc1ccccc1OCC	-10	-2	-3
10	Cc1c(NS(=O)(=O)c2cccc(C(=O)NC(C)c3ccccc3)c2)c(=O)n(-c2ccccc2)n1C (stereo unspecified)	0	10	3
11	Cc1ncc(CO)c(CNc2ccc(-c3nc4ccccc4[nH]3)cc2)c1O	0	4	4
12	COc1cccc(N2CC(C(=O)NCc3n[nH]c(=O)c4ccccc34)CC2=O)c1 (stereo unspecified)	4	-1	4
13	Cc1ccc(S(=O)(=O)N2CCOCC2)cc1NC(=O)CSc1nnc(COc2ccccc2F)n1N	-2	2	-6
14	CN1CCN(c2nc(-c3ccc(Cl)cc3)nc3ccccc23)CC1	3	2	6
15	O=[N+]([O-])c1ccc2c(c1)C(=NO)c1cc(Cl)c(Cl)cc1-2	-39	-26	-33
16	CC(=O)Nc1c(Cl)cc(Cl)c2c1Cc1cc(Cl)ccc1-2	1	1	3
17	COc1ccc(S(=O)(=O)N2CCCCC2)cc1C(=O)N1CCCC1	8	3	2
18	CCOc1ncccc1C(=O)NC(C)CCc1ccccc1 (stereo unspecified)	4	6	5
19	CN1OC[C@@H]2CN(Cc3ccc(Cl)cc3)[C@H](c3cccc(Br)c3)C[C@@H]21	-2	10	0
20	CC1(C)N=C(c2ccccc2)C(c2ccccc2)=N1	3	0	-3
21	Cc1ccc(NC2C(=O)NC(=O)NC2=O)cc1	3	7	16
22	N#Cc1c(NCCN)nc(NCc2ccccc2)c2c1CCN(Cc1ccccc1)C2	6	11	3
23	O=C1c2ccccc2C(=O)N1CCc1c(-c2[nH]c3ccccc3c2CCN2C(=O)c3ccccc3C2=O)[nH]c2ccccc12	2	1	4
24	CN1CCN(c2ccc([N+](=O)[O-])cc2/C=N/NC(=O)c2ccc(F)cc2)CC1	11	4	1
25	CC(=O)c1ccc(S(=O)(=O)N2CCN(C(=O)c3ccc(COc4ccccc4)o3)CC2)cc1	6	-1	-1
26	Cc1ccc(C)c(S(=O)(=O)N2CCN(C(=O)CNC(=O)c3sc4ccccc4c3Cl)CC2)c1	5	2	8

This part in full, from the first entry:
No.	compound	PAFAH2 inh	PAFAH1B2 inh	PAFAH1B3 inh
1	Nc1ccc(Cn2ccc3c4c(N)nc(N)nc4ccc32)cc1	-6	3	2
2	COc1ccc(CNC(=O)CN2CCN(S(=O)(=O)c3cc(Br)ccc3Br)CC2)cc1OC	-3	-2	2
3	Cn1c(=O)c2[nH]c(NN=Cc3ccc(Br)cc3)nc2n(C)c1=O	-1	6	10
4	COc1cc(C(=S)N2CCOCC2)ccc1OC(=O)c1ccc(Br)cc1	-4	-1	-4
5	COc1cccc(N2CCN(C(=O)c3ccc4ccccc4c3)CC2)c1	-2	9	9
6	C=C1CC(COc2ccc3c(C)c(Cl)c(=O)oc3c2)(c2ccccc2)OC1=O (stereo unspecified)	-2	-5	-8
7	Cc1ccc(S(=O)(=O)NC(=O)NCc2ccco2)cc1	1	0	9
8	Cc1noc(C)c1C(=O)OCC(=O)NC1CCCCC1C (stereo unspecified)	20	7	7
9	CCOc1ccccc1C=NNC(=O)CCCCC(=O)NN=Cc1ccccc1OCC	-10	-2	-3
10	Cc1c(NS(=O)(=O)c2cccc(C(=O)NC(C)c3ccccc3)c2)c(=O)n(-c2ccccc2)n1C (stereo unspecified)	0	10	3
11	Cc1ncc(CO)c(CNc2ccc(-c3nc4ccccc4[nH]3)cc2)c1O	0	4	4
12	COc1cccc(N2CC(C(=O)NCc3n[nH]c(=O)c4ccccc34)CC2=O)c1 (stereo unspecified)	4	-1	4
13	Cc1ccc(S(=O)(=O)N2CCOCC2)cc1NC(=O)CSc1nnc(COc2ccccc2F)n1N	-2	2	-6
14	CN1CCN(c2nc(-c3ccc(Cl)cc3)nc3ccccc23)CC1	3	2	6
15	O=[N+]([O-])c1ccc2c(c1)C(=NO)c1cc(Cl)c(Cl)cc1-2	-39	-26	-33
16	CC(=O)Nc1c(Cl)cc(Cl)c2c1Cc1cc(Cl)ccc1-2	1	1	3
17	COc1ccc(S(=O)(=O)N2CCCCC2)cc1C(=O)N1CCCC1	8	3	2
18	CCOc1ncccc1C(=O)NC(C)CCc1ccccc1 (stereo unspecified)	4	6	5
19	CN1OC[C@@H]2CN(Cc3ccc(Cl)cc3)[C@H](c3cccc(Br)c3)C[C@@H]21	-2	10	0
20	CC1(C)N=C(c2ccccc2)C(c2ccccc2)=N1	3	0	-3
21	Cc1ccc(NC2C(=O)NC(=O)NC2=O)cc1	3	7	16
22	N#Cc1c(NCCN)nc(NCc2ccccc2)c2c1CCN(Cc1ccccc1)C2	6	11	3
23	O=C1c2ccccc2C(=O)N1CCc1c(-c2[nH]c3ccccc3c2CCN2C(=O)c3ccccc3C2=O)[nH]c2ccccc12	2	1	4
24	CN1CCN(c2ccc([N+](=O)[O-])cc2/C=N/NC(=O)c2ccc(F)cc2)CC1	11	4	1
25	CC(=O)c1ccc(S(=O)(=O)N2CCN(C(=O)c3ccc(COc4ccccc4)o3)CC2)cc1	6	-1	-1
26	Cc1ccc(C)c(S(=O)(=O)N2CCN(C(=O)CNC(=O)c3sc4ccccc4c3Cl)CC2)c1	5	2	8
27	Cc1c(CC(=O)NCCCCCC(=O)O)c(=O)oc2c(C)c3oc4c(c3cc12)CCCC4	-8	-1	4
28	CSc1ccc(C2=C/C(=C3/SC(=S)NC3=O)c3ccccc3O2)cc1	0	-1	0
29	Cc1cccc(OCCCCCN2CCOCC2)c1	-1	8	6
30	O=C(C1CCCN(S(=O)(=O)c2ccc(F)cc2)C1)N1CCOCC1 (stereo unspecified)	-1	2	7
31	O=C(OCc1ccccc1)c1ccc(NCc2cc(O)ccc2O)cc1	72*	2	14
32	CC(=O)Nc1cc2c(c(Cl)c1Cl)-c1ccccc1C2=O	1	4	-4
33	CCn1cc(Cl)c(C(=O)Nc2cccc(CN3CCOCC3)c2)n1	-3	6	1
34	CC(C)CN1CC(C)C(=O)N(c2ccccc2)C1=O (stereo unspecified)	17	6	5
35	Cc1cccc(N(Cc2ccccc2)C(=O)CCl)c1	-2	-1	6
36	O=C(NCCCc1ccccc1)c1cccc(NC(=O)c2ccccc2)c1	1	3	1
37	O=C(NC1CCOC1=O)c1ccccc1 (stereo unspecified)	0	6	20
38	O=[N+]([O-])c1ccccc1CCc1ccccc1[N+](=O)[O-]	10	1	12
39	O=C(O)COCC(=O)N1CCCN(c2ccc(C(F)(F)F)cn2)CC1	8	7	5
40	Cn1cc(C2NC(=O)c3ccccc3N2)c2ccccc21 (stereo unspecified)	7	5	9
41	COC(=O)c1ccc2c(c1)C(NC(C)=O)CCc1cc(OC)c(OC)c(OC)c1-2 (stereo unspecified)	2	-2	4
42	Nc1ncnc2c1ncn2C1C=C(CO)C(O)C1O (stereo unspecified)	6	2	-1
43	CC(=O)c1ccc(S(=O)(=O)N2CCN(C(=O)CCC3CCCC3)CC2)cc1	8	-2	6
44	O=C(COc1ccc(-n2cnnn2)cc1)Nc1cc(Cl)cc(Cl)c1	-4	-1	1
45	Cn1cnnc1Sc1ccc(C(=O)OCC(=O)NC2CC2)cc1[N+](=O)[O-]	13	3	-3
46	CCCC(N)CCCCCC(=O)O (stereo unspecified)	2	8	11
47	CC(=O)Nc1c(C(=O)O)ccc(C)c1OCc1ccccc1	1	4	10
48	Cc1nc2c3c4c(sc3n3c(SCC(=O)NCc5ccco5)nnc3n2n1)COC(C)(C)C4	10	8	3
49	CCN(CC)CCNC(=O)C1(c2ccccc2)CCCCC1	2	2	3
50	CCn1nc(C)cc1C(=O)NC1CCCc2c1cnn2-c1cc(F)cc(F)c1 (stereo unspecified)	-6	2	4
51	CNC(=O)CSc1nc2cccnc2n1-c1ccc(F)cc1	-7	-4	-2
52	CC(C)(C)S(=O)N1Cc2cc(CO)cc(CCO)c2[C@@H]1CCO (stereo partly specified)	3	2	4
53	CCN1C[C@@H]2[C@@H]3C(=O)N(C)C(=O)[C@@H]3[C@](Cc3ccccc3)(C1=O)N2C(=O)c1ccc(Cl)c(Cl)c1	-101	1	-3
54	O=C(OCC1CCNCC1)c1ccc(F)cc1	-12	2	0
55	Cc1ccc(-c2nnc(SCC(=O)Nc3ccccc3N3CCOCC3)o2)cc1	-6	3	9
56	CCc1c(Cl)nc(N)nc1Nc1ccccc1C	-3	2	4
57	CC(=O)NC(Cc1ccccc1)C(=O)Oc1ccc2ccccc2c1 (stereo unspecified)	1	15	-5
58	Nc1ccc(S(=O)(=O)Nc2cc(Cl)c(N)c(Cl)c2)cc1	2	0	6
59	CCOc1cc(NC(=O)Nc2ccccc2)c(OCC)cc1NC(=O)CC	3	-1	-1
60	O=c1nc(NO)ccn1C1CCCO1 (stereo unspecified)	2	7	9

Three entries from above, sorted by their value in PAFAH2 inh, rising:
No.	compound	PAFAH2 inh	PAFAH1B2 inh	PAFAH1B3 inh
27	Cc1c(CC(=O)NCCCCCC(=O)O)c(=O)oc2c(C)c3oc4c(c3cc12)CCCC4	-8	-1	4
60	O=c1nc(NO)ccn1C1CCCO1 (stereo unspecified)	2	7	9
45	Cn1cnnc1Sc1ccc(C(=O)OCC(=O)NC2CC2)cc1[N+](=O)[O-]	13	3	-3

More entries:
No.	compound	PAFAH2 inh	PAFAH1B2 inh	PAFAH1B3 inh
61	O=C(COC(=O)c1cccc(S(=O)(=O)N2CCCCCC2)c1)Nc1ccccc1	66*	-1	5
62	CCC(Cc1ccccc1)OC(=O)c1ccccc1C(=O)O (stereo unspecified)	7	12	12
63	CN(C)C(CNC(=O)c1cccc(S(=O)(=O)NCc2ccccc2)c1)c1ccccc1 (stereo unspecified)	7	14	6
64	O=S(Cc1ccccc1)c1ccccc1 (stereo unspecified)	-1	8	5
65	O=C1c2nccnc2C(=O)N1Cc1ccccc1	2	0	5
66	CCOC(=O)C1CC(=O)c2ccccc2C1c1ccccc1 (stereo unspecified)	10	9	3
67	Oc1c(C2=NCCNC(C(F)(F)F)=C2)ccc2ccccc12	12	8	11
68	CCNC1(C#N)CCN(Cc2ccccc2)CC1	-6	-1	0
69	CCC1(c2ccccc2)SC(N)=NC1=O (stereo unspecified)	5	4	1
70	O=c1c2[nH]c3ccccc3c2ncn1Cc1cccnc1	-6	-1	-2
71	Cc1ccc(S(=O)(=O)/C(C#N)=C/c2c(N3CCOCC3)nc3ccccn3c2=O)cc1	4	7	7
72	NC(=S)n1[nH]c(-c2ccc([N+](=O)[O-])cc2)c(N=Nc2cccc(Cl)c2)c1=O	36*	16	17
73	NS(=O)(=O)c1ccc(Cl)c(S(N)(=O)=O)c1	-5	4	2
74	COc1ccc(S(=O)(=O)N2CCOCC2)cc1NC(=O)c1cc2ccccc2o1	8	-1	2
75	CCOC(=O)N1CCN(C(=O)C2CCC(=O)N(CCCc3ccccc3)C2)CC1 (stereo unspecified)	9	2	-3
76	COc1ccc(CNC/C=C/c2ccccc2)cc1	0	2	7
77	COc1cc2c(cc1OC)C(c1ccc(Br)cc1)NC(=O)C2 (stereo unspecified)	3	1	7
78	CCOc1ccc(NC(=O)CSc2nnc(C)n2C2CC2)cc1S(=O)(=O)N1CCCC1	1	0	3
79	Cc1ccc2nc(C(Cl)(Cl)Cl)nc(N/N=C/c3ccc([N+](=O)[O-])cc3)c2c1	-7	0	-1
80	Cn1ncc(Cl)c1C(=O)N1CCN(C(=O)c2ccco2)CC1	6	2	16
81	O=C(CCCCl)N1CCc2[nH]c3ccccc3c2C1	0	-1	6
82	CCSc1nc(C)c(C)c(=O)[nH]1	2	2	10
83	CC1CN(Cc2cnc(Cl)s2)CC(C)O1 (stereo unspecified)	7	6	1
84	N#CCc1c[nH]c2ccc([N+](=O)[O-])cc12	0	4	4
85	COC(C[C@@H]1O[C@@H]1[C@H](O)[C@H](C)OCc1ccccc1)OC	2	5	-2
86	Cc1ccc(NC(=O)C2CCN(S(C)(=O)=O)CC2)c(C)c1	1	3	10
87	COc1ccc(NC(=O)Nc2cccs2)cn1	12	-1	4
88	COc1ccc(C(CC(=O)O)c2cc(OC)c(OC)c(OC)c2)cc1OC (stereo unspecified)	-4	0	6
89	C#CCN1C(C)=CC(=O)[C@@H](O)[C@H]1c1ccccc1Br	-7	7	4
90	O=C(O)c1cccc(Oc2ccc(C(=O)O)c([N+](=O)[O-])c2)c1	-3	8	3
91	CCC(CC)NC(=O)CN1CCN(S(=O)(=O)c2cccs2)CC1	4	1	0

These rows are one share of the data; the hit share may differ from the screen's.
